S1P3 antagonist = S1P3 (human) receptor antagonism | Q99500 | CHO S1P3 NFAT-BLA reporter, FRET fluorescence, antagonist mode | inhibition, % at 4.98 µM | 170,000 tested, 0.27% active | AID 485;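 active means inhibition above the plate cutoff, the mean inhibition of test wells on that plate plus 3 SD, cut at about 28% in these data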;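 further: cells challenged with S1P at its EC80 of 0.8 µM; blue over green emission ratio from cleaved BLA substrate after 4 h stimulation; 0% = S1P-stimulated wells and 100% = unstimulated DMSO-only wells; some compounds past the cut are filed as inactive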
PPARg SRC1 recr = PPARgamma-driven SRC-1 recruitment agonism. PPARgamma-SRC-1 coactivator recruitment biochemical assay. activation, % at 8 µM. 200,000 tested, 0.41% active. P37231. AID 631; in the data active means activation above about 19%;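 further: 0% = DMSO and 100% = reference agonist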
G6PDH counter = L. mesenteroides G6PDH inhibition counter-screen; Purified L. mesenteroides G6PDH, diaphorase/resazurin coupled fluorescence, 45 min; 200,000 tested, 0.12% active; AID 1020; inhibition, % at 5 µM; in the data active means inhibition above about 50%
PMI activator = activators of human phosphomannose isomerase | 190,000 tested, 0.005% active | activation factor at 20 µM | purified human PMI, coupled resazurin fluorescence, 20 min; active compounds read high; 1 = vehicle control, 0 substrate-free wells;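 active means activation factor of 2 or more at 20 µM, relative to plate controls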
Target sequence (P34949 whole entry, looked up): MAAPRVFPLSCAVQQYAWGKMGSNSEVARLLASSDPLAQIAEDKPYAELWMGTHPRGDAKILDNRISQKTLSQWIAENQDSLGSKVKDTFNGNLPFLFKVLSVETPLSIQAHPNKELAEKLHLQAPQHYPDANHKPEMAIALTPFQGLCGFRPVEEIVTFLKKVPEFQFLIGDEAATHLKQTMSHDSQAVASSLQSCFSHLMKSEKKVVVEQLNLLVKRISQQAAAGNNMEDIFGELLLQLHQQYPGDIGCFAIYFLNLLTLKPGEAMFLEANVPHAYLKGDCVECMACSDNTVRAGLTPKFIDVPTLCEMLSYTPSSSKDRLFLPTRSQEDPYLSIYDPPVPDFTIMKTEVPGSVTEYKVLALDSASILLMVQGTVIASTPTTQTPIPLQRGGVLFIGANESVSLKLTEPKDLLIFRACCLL
PMI act satM6P = PMI (human) activation, high substrate; coupled PMI enzyme assay, resazurin fluorescence, 20 min; active compounds read high; 1 = untreated enzyme, 0 = substrate-free blank; P34949; activation factor at 20 µM; 190,000 tested, 0.34% active;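 active means activation factor of 2 or more at 20 µM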
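Technique: Diaphorase-driven resazurin-to-resorufin fluorescence, excitation 544, emission 590 nm | Assay system: Human PMI in coupled enzyme assay | Times: Enzyme reaction with compound 20 min at room temperature | Medium: HEPES-buffered pH 7.4 with magnesium and detergent | Reagent: Mannose-6-phosphate 1.0 mM (near-saturating) plus 0.22 mM NADP+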
ROMK mod = modulates human ROMK potassium channel activity | Tet-inducible ROMK, thallium flux fluorescence; actives lie on both sides | B-score at 10 µM | 130,000 tested, 2% active;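 active means signal ratio slope over the read window, or its plate-corrected B-score, at least 3 SD from the plate mean, either direction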;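 further: B-score of the F/F0 ratio slope over 7 to 12 s after thallium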
Target sequence (P48048 whole entry, looked up): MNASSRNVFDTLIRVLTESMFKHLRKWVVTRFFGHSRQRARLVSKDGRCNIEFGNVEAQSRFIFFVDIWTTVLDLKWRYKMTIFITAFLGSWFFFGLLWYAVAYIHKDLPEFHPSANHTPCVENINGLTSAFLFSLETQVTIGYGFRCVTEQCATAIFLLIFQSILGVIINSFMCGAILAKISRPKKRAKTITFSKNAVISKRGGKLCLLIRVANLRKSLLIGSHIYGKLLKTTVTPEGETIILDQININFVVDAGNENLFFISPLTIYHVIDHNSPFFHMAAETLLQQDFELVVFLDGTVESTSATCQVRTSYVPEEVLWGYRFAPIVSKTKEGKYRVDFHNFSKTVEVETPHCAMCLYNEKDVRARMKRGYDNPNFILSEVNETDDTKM
TR-FRET SRC-2 ct = TR-FRET artefact, counter-screen to PPARgamma/SRC-2 agonist assay; active compounds read high; TR-FRET ratio at 8 µM; 200,000 tested, 0.4% active; in the data active means TR-FRET ratio above about 2000; further: inactives centre near 1500
PPARg SRC-3 ag = PPARgamma-driven SRC-3 recruitment agonism; P37231; biochemical PPARgamma/SRC-3 coactivator recruitment assay; activation, % at 8 µM; 200,000 tested, 0.26% active; in the data active means activation above about 23%;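 further: 0% = DMSO and 100% = reference agonist; some compounds past the cut are filed as inactive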
Diaphorase inh = diaphorase inhibition or chemical oxidation counter-screen. AID 1217. diaphorase resazurin-to-resorufin fluorescence, NADH, 16 min; bacterial (C. kluyveri) enzyme, not human. 190,000 tested, 0.69% active. inhibition, % at 20 µM;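 active means primary screen inhibition at 20 µM above a set limit, cut at about 50% in these data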;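 further: plate controls were DMSO with full reaction for no effect and wells lacking NADH for full effect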
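Test system: bacterial diaphorase enzyme (C. kluyveri); Quantity: 0.14 U/mL diaphorase, enzyme working solution; Times: reaction incubation of 16 min at room temperature; Measured by: fluorescence of resorufin formed from resazurin, Ex 544/Em 590 nm; Benchmarks: positive control minus NADH, DMSO neutral control.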
Diaphorase act = counter-screen for diaphorase-based assays: diaphorase activators and chemical reducers | Diaphorase/resazurin coupled assay, resorufin fluorescence, 16 min; active compounds read high; 1 = vehicle wells, 0 = NADH-free wells | activation factor at 20 µM | 190,000 tested, 0.005% active;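 active means diaphorase activity raised at least twofold by the compound at 20 µM; inactive means activation factor below 2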
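Material: bacterial diaphorase enzyme (C. kluyveri); amount: enzyme 0.07 U/mL final; reagent: NADH substrate 0.114 mM plus resazurin dye 0.1 mM, final; doses: single compound dose of 20 µM, 1% DMSO final; timing: 16 min enzyme reaction, ambient temperature; measured by: fluorescence of resorufin, 544 nm excitation, 590 nm emission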
PPARg SRC2 recr = agonists of SRC-2 recruitment by human PPARgamma; P37231; PPARgamma LBD-SRC-2 recruitment, biochemical; activation, % at 8 µM; 200,000 tested, 0.34% active; in the data active means activation above about 22%;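 further: 0% = vehicle and 100% = reference agonist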
Active calls of the source: *; . = no result given.

Molecule | Diaphorase inh | G6PDH counter | TR-FRET SRC-2 ct | PMI act satM6P | PPARg SRC-3 ag | Diaphorase act | S1P3 antagonist | PPARg SRC1 recr | ROMK mod | PMI activator | PPARg SRC2 recr
CCn1cnc2c1c(=O)n(Cc1csc(-c3ccccc3)n1)c(=O)n2Cc1ccccc1 | 30 | 3 | 1572 | 0.9 | -6 | 0.7 | 19 | -1 | -1.5 | 1 | 0
CC1CCN(S(=O)(=O)c2ccc3[nH]cc(C(=O)NCCN4CCOCC4)c(=O)c3c2)CC1 | 11 | 0 | 1600 | 0.9 | 6 | 0.9 | . | 4 | 2.1 | 0.9 | 7
O=C(NC(=S)Nc1ccc2c(c1)OCCO2)c1cccc(Br)c1 | 22 | -4 | 1600 | 0.9 | 6 | 0.8 | -9 | 1 | . | 0.8 | 12
CCOC(=O)CCNC(=O)CNC(=O)OCc1ccccc1 | 6 | -10 | 1473 | 1 | 4 | 0.9 | 2 | 5 | 0.63 | 1 | 4
O=C(Cc1ncc(C(F)(F)F)cc1Cl)Nc1ccc(F)cc1 | 9 | 2 | 1532 | 0.9 | 0 | 0.9 | . | -1 | . | 1 | -9
CCC1(C)OCC(Cn2c3ccccc3c3ccccc32)O1 (stereo not given) | 17 | 3 | 1446 | 1 | -3 | 0.8 | . | -5 | -0.39 | 0.9 | -6
Cc1ccc2c(c1)nnn2C1CCN(CC(=O)N2c3ccccc3CC2C)CC1 (stereo not given) | 9 | 5 | 1489 | 1 | 1 | 0.9 | 24 | 12 | -1.8 | 0.9 | 3
O=C1Nc2ccccc2C12OCCCCO2 | -3 | 14 | 1630 | 1 | 11 | 1 | -16 | -6 | . | 1 | 5
CCCNS(=O)(=O)c1ccc(CCC(=O)NCc2cccnc2)cc1 | 12 | 0 | 1452 | 0.9 | -6 | 0.9 | . | 5 | . | 0.9 | 2
c1ccc(-c2ccc(-c3csnn3)cc2)cc1 | 6 | 2 | 1595 | 1 | -3 | 0.9 | . | -2 | . | 0.9 | -2
CN(c1ccc([N+](=O)[O-])cc1C(=O)Nc1ccccc1)C1CCCCC1 | 15 | -3 | 1641 | 1 | 2 | 0.9 | . | 2 | . | 0.9 | 10
CC(=O)Nc1ccc(C(=O)NNS(=O)(=O)c2ccc(C)cc2)cc1 | -5 | 4 | 1704 | 1 | 7 | 1 | -8 | 11 | -0.015 | 1 | 2
CC(C)NCC(O)COCCOc1ccc(Br)cc1 (stereo not given) | 2 | 8 | 1627 | 1.1 | 0 | 1 | -2 | -1 | -0.93 | 0.9 | 2
COC(=O)c1cc(-c2c[nH]c3ccccc23)n[nH]1 | 23 | -1 | 1520 | 0.9 | 8 | 0.8 | 4 | 2 | . | 0.9 | -10
CCC(C(=O)N1CCN(c2ccccn2)CC1)n1nc(C)n2c(cc3occc32)c1=O (stereo not given) | 21 | 3 | 1721 | 1 | 2 | 0.8 | 8 | -1 | . | 0.9 | 3
CCOC(=O)N1CCN(C(=O)C(CC)n2nc(C)c3sc4ccccc4c3c2=O)CC1 (stereo not given) | 19 | 2 | 1479 | 0.7 | -4 | 0.8 | 9 | 0 | -0.33 | 1.1 | 0
Cc1c(C(=O)Nc2ccc(Cl)cc2)c2ccccn2c1CCc1ccncc1 | -8 | -13 | 1503 | 1.2 | -4 | 1.1 | 11 | -5 | . | 1.3 | -6
O=C(O)CCc1ccc(-c2ccc(Br)cc2)n1CC(=O)O | -8 | 29 | 1398 | 1.1 | -3 | 1.1 | 6 | 2 | . | 1 | 6
CN(C)C(=O)c1ccc(NC(=O)c2ccccc2Sc2ccccc2C#N)cc1 | 3 | -3 | 1549 | 1.1 | 0 | 1 | -5 | -2 | 0.66 | 1 | -5
CN1C(=O)c2ccc(C(=O)Nc3nccs3)cc2C1=O | 8 | 13 | 1467 | 1 | -8 | 0.9 | -7 | -2 | -0.62 | 1 | -7
COc1ccc(S(=O)(=O)Nc2ccc(Cl)cn2)c(C)c1C | 22 | 13 | 1642 | 0.8 | 3 | 0.8 | 7 | -1 | . | 0.8 | 4
Cc1ccc(C)c(N2CCN(C(=O)c3ccc(NS(=O)(=O)c4c(C)noc4C)cc3)CC2)c1 | 18 | 8 | 1636 | 0.9 | 3 | 0.8 | -49 | 0 | . | 0.9 | 1
COc1ccc(S(=O)(=O)Nc2ccc(S(=O)(=O)N(C)C)cc2)cc1[N+](=O)[O-] | 10 | 0 | 1838 | 1.2 | 6 | 0.9 | -4 | 1 | 0.42 | 1.2 | 8
CCOC(=O)C1CCN(c2nc(C)nc3c2oc2ccccc23)CC1 | 15 | -6 | . | 1.3 | . | 0.8 | . | . | . | 1.2 | .
CCOC(=O)c1c(NC(=O)CSc2nc3cccnc3n2C)sc(C(C)=O)c1C | 35 | 1 | 1741 | 0.9 | 11 | 0.7 | 34 | 4 | . | 0.9 | 10
CCn1c(C(=O)O)c(CC(=O)Nc2ccccc2F)c2ccccc21 | 13 | -7 | 1673 | 0.9 | -5 | 0.9 | -8 | 5 | 0.12 | 0.9 | -8
COc1ccc(-c2noc(-c3ccc(Cl)cc3)n2)cc1 | 12 | -37 | 1612 | 1 | -16 | 0.9 | -44 | -4 | 0.18 | 0.9 | 3
CCOc1cc(S(=O)(=O)NCc2ccc3c(c2)OCO3)ccc1F | 8 | 2 | 1517 | 1 | -12 | 0.9 | -6 | -6 | . | 0.9 | 2
CC(=O)c1ccc(OCC(O)Cn2nnc3ccccc32)cc1 (stereo not given) | -1 | 12 | 1526 | 1.1 | -4 | 1 | 0 | 0 | . | 1.1 | -7
COc1ccc(C2=CC(c3cc(OC)c(OC)c(OC)c3)NC(=S)N2)cc1 (stereo not given) | 23 | 8 | 1534 | 0.9 | 6 | 0.8 | . | 0 | -0.21 | 0.9 | 1
Cc1ccc(C(=O)NC=C(Cl)Cl)cc1 | -3 | 6 | 1519 | 0.9 | 6 | 1 | 2 | 1 | -0.16 | 1 | 7
CCOC(=O)c1ccccc1NC(=S)N1CCC(N2CCCCC2)CC1 | 16 | 4 | 1727 | 1 | 1 | 0.8 | -1 | -1 | -0.66 | 1 | 13
COCCn1nnnc1C(c1cccc(C(F)(F)F)c1)N1CCOCC1 (stereo not given) | -25 | 14 | 1425 | 1.4 | -3 | 1.3 | . | 2 | . | 1.5 | -5
CC(=O)Nc1ccc(NC(=O)[C@@H]2CCCN2S(=O)(=O)c2ccc3c(c2)OCCO3)cc1 | 2 | 2 | 1679 | 1 | 7 | 1 | -3 | 0 | -0.064 | 1 | 5
O=C(CSc1nnc(CNc2ccccc2)o1)N1CCCc2ccccc21 | 1 | 7 | 1500 | 1 | -19 | 1 | 6 | 1 | -0.11 | 1 | -1
CCCCC(CC)C(=O)NCc1ccc(F)cc1 (stereo not given) | 6 | 0 | 1680 | 1 | 7 | 0.9 | -4 | 1 | . | 1.1 | 8

4 structures from above, ordered by number of heavy atoms, ascending.
Molecule | Diaphorase inh | G6PDH counter | TR-FRET SRC-2 ct | PMI act satM6P | PPARg SRC-3 ag | Diaphorase act | S1P3 antagonist | PPARg SRC1 recr | ROMK mod | PMI activator | PPARg SRC2 recr
CCCCC(CC)C(=O)NCc1ccc(F)cc1 (stereo not given) | 6 | 0 | 1680 | 1 | 7 | 0.9 | -4 | 1 | . | 1.1 | 8
CCOc1cc(S(=O)(=O)NCc2ccc3c(c2)OCO3)ccc1F | 8 | 2 | 1517 | 1 | -12 | 0.9 | -6 | -6 | . | 0.9 | 2
COCCn1nnnc1C(c1cccc(C(F)(F)F)c1)N1CCOCC1 (stereo not given) | -25 | 14 | 1425 | 1.4 | -3 | 1.3 | . | 2 | . | 1.5 | -5
CC(=O)Nc1ccc(NC(=O)[C@@H]2CCCN2S(=O)(=O)c2ccc3c(c2)OCCO3)cc1 | 2 | 2 | 1679 | 1 | 7 | 1 | -3 | 0 | -0.064 | 1 | 5

(list continues)
Molecule | Diaphorase inh | G6PDH counter | TR-FRET SRC-2 ct | PMI act satM6P | PPARg SRC-3 ag | Diaphorase act | S1P3 antagonist | PPARg SRC1 recr | ROMK mod | PMI activator | PPARg SRC2 recr
CCOC(=O)C1CCCN(C(=O)C2CCCN(S(=O)(=O)c3ccc4c(c3)oc(=O)n4C)C2)C1 (stereo not given) | 11 | 3 | 1520 | 1 | 1 | 0.9 | -22 | -8 | . | 1 | -6
CCn1cnc2c(oc3ccccc32)c1=O | 5 | 3 | 1966 | 1 | 4 | 1 | -23 | 8 | -0.64 | 1 | 0
COc1cccc(OC)c1C(=O)NCCN1CCN(C(=O)c2c(OC)cccc2OC)CC1 | 8 | 1 | 1637 | 1 | 9 | 0.9 | 0 | 4 | . | 1 | 7
CCOC(=O)c1cnn2c(C(F)(F)F)cc(-c3cn(C)nc3C)nc12 | -4 | 4 | 1506 | 1 | 1 | 1 | -39 | 9 | 0.15 | 1 | 11
O=C(NCc1ccc(Cl)cc1Cl)C(=O)N1CCCCC1 | 4 | 1 | 1430 | 1 | -10 | 1 | . | -3 | 0.34 | 1 | 1
CC(=O)n1cc([C@@H]2C=C(C(=O)O)O[C@H](OCc3ccc(CO)cc3)C2)c2ccccc21 | 23 | 10 | 1451 | 1 | 0 | 0.8 | -11 | 0 | . | 0.9 | 0
C=CCOC(=O)c1ccc(-n2cnc(C)n2)nc1 | 5 | 8 | 1350 | 1 | 0 | 0.9 | -12 | -7 | -0.39 | 1 | -5
CSc1ccc(/C=C/C(=O)c2ccc(NC(=O)Cc3ccccc3)cc2)cc1 | 16 | 5 | 2038* | 0.9 | 10 | 0.8 | . | 5 | . | 0.8 | 3
O=C1C=C(NCCN2CCOCC2)C(=O)c2cnccc21 | 23 | 60* | 1546 | 0.5 | 1 | 0.8 | -10 | 1 | -0.28 | 0.7 | 4
Cc1cc(C(=O)CSc2nc3ccccc3c(=O)n2C)c(C)n1CC1CCCO1 (stereo not given) | 10 | -5 | 1599 | 0.9 | 5 | 0.9 | 33* | -2 | -8.5* | 0.9 | 2
Cc1ccc2[nH]c3c(=O)n(CCN4CCOCC4)cnc3c2c1 | -13 | -2 | 1531 | 1.1 | -5 | 1.1 | . | -6 | . | 1 | -2
CCSc1nc2sc3c(c2c(=O)[nH]1)CCCC3 | 12 | 3 | 1765 | 0.9 | 23 | 0.9 | . | 11 | 1.2 | 1 | 10
CC(C)(C)NC(=S)Nc1ccc(Nc2ccccc2)cc1 | 13 | 5 | 1779 | 1 | 21 | 0.9 | . | 16 | . | 0.9 | 12
CNC(=O)NC(=O)C(C)OC(=O)c1c(C)noc1C (stereo not given) | 4 | -2 | 1456 | 1 | -5 | 1 | . | -7 | 0.2 | 1 | -6

Bioassay records (PubChem)
